hERG protect: hERG (human) protection from proarrhythmic block | Q12809 | CHO-hERG, FluxOR thallium flux, dofetilide IC70 present | activation (rescue from dofetilide block), less the hit threshold, % at 10 µM | actives 0.51% (n = 310,000) | AID 1511;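 active means activation above the mean of controls blocked by dofetilide plus 5 SD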;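 further: thallium influx through hERG after potassium depolarization seen as dye fluorescence rise; in these data hits start at about 4.7%; inactives centre near -7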
RGS4 inh: human RGS4 inhibition. actives 0.45% (n = 310,000). P49798. HEK293 M3R/RGS4 inducible, Fluo-4 calcium flux; stronger effect = higher value; triggered by carbachol at its EC20. B-score at 10 µM;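 active means B-score, a plate-corrected calcium signal, over three deviations above library mean, with baseline fluorescence within five deviations of library mean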;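 further: RGS4 expression induced by doxycycline in cells with stable M3 receptor; B-score is computed from the integrated fluorescence ratio over baseline after carbachol; higher B-score means a larger calcium signal and so more RGS4 inhibition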
Target sequence (P49798 whole entry, looked up): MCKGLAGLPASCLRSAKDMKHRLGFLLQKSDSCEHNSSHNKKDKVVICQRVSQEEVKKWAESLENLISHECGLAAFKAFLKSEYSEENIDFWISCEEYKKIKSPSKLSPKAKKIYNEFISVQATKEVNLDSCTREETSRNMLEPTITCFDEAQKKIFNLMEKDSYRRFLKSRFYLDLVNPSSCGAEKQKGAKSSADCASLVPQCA
ANO1 activ: activators or potentiators of mouse TMEM16A chloride channel; Q8BHY3; HEK293 TMEM16A/YFP-H148Q/I152L, iodide quench fluorescence; stronger effect = lower value; B-score at 10 µM; actives 0.3% (n = 340,000); AID 623877;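 active means fluorescence-ratio B-score plate-corrected deviation score at least 3 library SD below zero, with starting fluorescence score within 5 deviations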;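 further: channel opened by trigger with iodide after compound preincubation; score built on the fluorescence ratio of max minus min over baseline; more negative score means more quench and so TMEM16A activation or potentiation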
KCNK3 inh: human KCNK3 channel inhibition, primary screen | O14649 | CHO-KCNK3 thallium flux, FluxOR fluorescence; stronger effect = lower value | B-score at 10 µM | actives 0.84% (n = 340,000) | AID 602410;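 active means B-score under library mean minus 4 SD, starting fluorescence ratio at most library mean plus 5 SD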;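 further: more negative B-score means stronger inhibition of thallium flux through KCNK3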
Target sequence (O14649 whole entry, looked up): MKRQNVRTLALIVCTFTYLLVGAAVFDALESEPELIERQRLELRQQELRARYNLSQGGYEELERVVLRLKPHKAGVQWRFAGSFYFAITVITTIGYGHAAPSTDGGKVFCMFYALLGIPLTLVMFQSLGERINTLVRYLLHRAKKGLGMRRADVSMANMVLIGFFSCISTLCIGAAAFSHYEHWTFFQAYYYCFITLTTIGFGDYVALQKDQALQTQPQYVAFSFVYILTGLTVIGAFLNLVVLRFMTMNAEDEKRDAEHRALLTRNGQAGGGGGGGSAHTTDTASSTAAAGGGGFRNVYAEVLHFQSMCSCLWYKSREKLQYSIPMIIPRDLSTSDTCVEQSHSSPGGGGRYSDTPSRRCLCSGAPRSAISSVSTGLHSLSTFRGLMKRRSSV
TMEM16A inh: mouse TMEM16A channel inhibition, primary screen | Q8BHY3 | HEK293 TMEM16A/YFP iodide influx fluorescence, ionomycin | normalized B-score (activity score, 25-100; higher = stronger inhibition) at 10 µM | actives 1.2% (n = 310,000) | AID 588511;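 active means ratio plate-corrected score three or more library SD toward inhibition, starting fluorescence score within five deviations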;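 further: score derived from kinetic fluorescence span divided by baseline fluorescence per well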
KCNQ1 block: blocks the human KCNQ1 potassium channel | P51787 | CHO-K1 KCNQ1, FluxOR thallium flux fluorescence; stronger effect = higher value | B-score at 10 µM | actives 1.3% (n = 310,000) | AID 2642;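 active means compounds whose thallium flux B-score, printed positive for inhibition, exceeds three library SD while starting fluorescence stays within three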;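 further: channel opened by potassium depolarization with thallium stimulus after 20 min compound exposure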
KCNK9 inh: human KCNK9 channel inhibition | Q9NPC2 | HEK293 KCNK9, FluxOR thallium flux fluorescence; stronger effect = lower value | B-score at 10 µM | actives 1.2% (n = 310,000);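 active means ratio B-score over 3 SD below the library mean, with starting fluorescence within 5 SD of its mean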;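 further: negative B-score means less thallium flux so channel inhibition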
KCNQ1 pot: potentiates or activates the human KCNQ1 potassium channel. actives 0.35% (n = 310,000). AID 2648. CHO-K1 KCNQ1, thallium flux FluxOR fluorescence; stronger effect = higher value. B-score at 10 µM;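 active means fluorescence ratio B-score, a plate-corrected score, at least three library SD, with initial intensity B-score within 5 SD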
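Doses: Single concentration per compound, DMSO matched to controls | Test system: KCNQ1-transfected CHO-K1 cells | Timing: 90 min dye loading and 20 min compound exposure, both at room temperature | Measured by: Kinetic FluxOR thallium fluorescence, 10-s 1-Hz baseline, 110-s post-stimulus read | Medium: Assay buffer with matched DMSO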
RGS4 pot: potentiators or activators of RGS4; HEK293 M3R/inducible RGS4, carbachol calcium flux Fluo4; stronger effect = lower value; B-score at 10 µM; actives 0.92% (n = 310,000); AID 463111;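 active means B-score of the integrated calcium signal more than 4 SD below the library mean, with starting fluorescence not abnormally high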;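 further: negative B-score means reduced calcium response which marks RGS4 activation or potentiation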
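Also added: carbachol at ECmax as muscarinic agonist stimulus; Assay system: HEK293 cells with stable M3R and inducible RGS4; Timing: overnight RGS4 induction, 30 min dye load 37 °C, 20 min compound RT; Measured by: Fluo4-AM (2 µM) calcium-flux fluorescence, kinetic read.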
MrgX1 ag: activates human MrgX1 receptor signaling; Q96LB2; MrgX1-HEK293 cells, Fluo-4 calcium fluorescence, agonist mode; stronger effect = higher value; B-score at 10 µM; actives 0.44% (n = 310,000);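 active means calcium response B-score plate-corrected fluorescence ratio at least 3 library SD, with starting fluorescence B-score inside 5 SD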
Target sequence (Q96LB2 whole entry, looked up): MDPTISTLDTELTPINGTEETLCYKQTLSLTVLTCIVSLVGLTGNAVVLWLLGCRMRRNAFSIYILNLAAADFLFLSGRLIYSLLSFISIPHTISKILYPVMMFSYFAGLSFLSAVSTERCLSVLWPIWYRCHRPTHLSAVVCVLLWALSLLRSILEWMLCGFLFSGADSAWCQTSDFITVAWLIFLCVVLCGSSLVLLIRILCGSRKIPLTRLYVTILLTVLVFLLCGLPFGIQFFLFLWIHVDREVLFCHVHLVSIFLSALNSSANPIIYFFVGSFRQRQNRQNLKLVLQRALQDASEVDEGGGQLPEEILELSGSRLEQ
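System – MrgX1-expressing HEK293 cells · Incubation – cells plated overnight, dye loaded 0.5 h 37 °C, 0.5 h room temperature · Technique – kinetic Fluo-4 NW fluorescence of intracellular calcium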
MrgX1 PAM: allosterically activates human MrgX1 receptor signaling; B-score at 10 µM; AID 588675; MrgX1-HEK293, Fluo-4 calcium flux, FDSS; stronger effect = higher value; Q96LB2; actives 0.63% (n = 310,000);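 active means plate-corrected calcium response at least 3 library SD above typical, normal starting fluorescence, not activating the receptor alone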;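 further: compound read alongside a low EC10 to EC30 dose of BAM8-22 agonist; peak minus trough fluorescence over baseline measured at the second addition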
An asterisk follows results filed as active; i = inactive; . = not tested or not shown.

canonical_smiles,TMEM16A inh,RGS4 inh,KCNK3 inh,MrgX1 PAM,KCNQ1 pot,KCNK9 inh,KCNQ1 block,hERG protect,MrgX1 ag,ANO1 activ,RGS4 pot
O=C(O)CSc1c2c(nc3cc(C(=O)Nc4cccc(C(F)(F)F)c4)ccc13)CCCC2,i,i,i,i,i,i,i,-27,i,i,i
O=C(NC(=S)NCc1cccnc1)c1ccccc1,i,i,i,i,i,i,i,1,i,i,i
Cc1c(-c2n[nH]c(=S)n2-c2ccc(C(F)(F)F)cc2)nnn1-c1ccccc1,i,i,i,i,i,i,i,-13,i,i,i
CCOC(=O)C1(CCCc2ccccc2)CCN(C(=O)CN2CCOC2=O)CC1,i,i,i,7.3*,i,i,i,-7,i,i,i
CCCCN1CCc2c([nH]c3c(C)cccc23)C1=O,i,i,i,i,i,i,i,-11,i,i,i
CC(C)(C)c1cc(CCC(=O)NN)cc(C(C)(C)C)c1O,i,i,i,i,i,i,i,-6,i,i,i
CCN(CC)S(=O)(=O)c1ccc(N2CCCC2)c(NC(=O)C2CCCCC2)c1,i,i,i,i,i,i,i,-14,i,i,i
Cc1ccc(NC(=O)NC2CCCCCCC2)c(C)c1,i,i,i,i,i,i,i,-11,i,i,i
O=C1OCCC1Sc1nnc(-c2cccnc2)n1-c1ccccc1F (stereo not drawn),i,i,i,i,i,i,i,-9,i,i,i
CCC(C)NC(=O)Cn1c(=O)n(-c2ccccc2)c(=O)c2ccc(C(=O)NCc3ccco3)cc21 (stereo not drawn),i,.,i,i,.,.,.,.,i,i,.
CCn1ncc(NC(=S)Nc2ccc(OC)c(OC)c2)c1C(N)=O,i,i,i,i,i,i,i,-9,i,i,i
COc1ccc(CC2S/C(=C(\C#N)C(=O)NCc3ccco3)N(c3ccc(C)cc3)C2=O)cc1 (stereo not drawn),i,i,i,i,i,i,i,-3,i,i,i
O=C(/C=C/c1ccc(O)cc1)OCc1occc(=O)c1O[C@@H]1OC(CO)[C@@H](O)[C@H](O)[C@@H]1O (stereo partly drawn),i,i,i,i,i,i,i,-9,i,i,i
COc1ccc(C(c2c(NC(=O)c3ccccc3)sc(C)c2C)N2CCN(CCO)CC2)cc1 (stereo not drawn),i,i,i,i,i,i,i,-16,i,i,i
OCCNCc1c(OCc2ccc(Cl)cc2)ccc2ccccc12,i,i,i,i,i,-19*,i,-18,i,i,i
CNS(=O)(=O)c1cccc(C(=O)OCc2cc(Cl)cc3c2OCOC3)c1,i,i,i,i,i,-13*,i,-9,i,i,-8.6*
Cc1cc(SCC#N)n2nc(C)c(-c3ccc(Cl)cc3)c2n1,i,i,i,i,i,i,i,-7,i,i,i
Cc1ccc2c(Cl)c(C(=O)NCC3CCCO3)sc2c1 (stereo not drawn),i,i,i,i,i,i,i,-12,i,i,i
COc1ccc(COC(=O)c2cc([N+](=O)[O-])ccc2N2CCOCC2)cc1F,i,i,i,i,i,i,i,-7,i,i,i
CC(NS(=O)(=O)c1ccccc1)C(c1cccs1)N1CCOCC1 (stereo not drawn),i,i,i,i,i,i,i,-11,i,i,i
O=C(CSc1nnc(CCCO)n1-c1ccccc1)NCCc1ccccc1,i,i,i,i,i,i,i,-4,i,i,i
N#C/C(=C\Nc1ccccc1SC(F)(F)F)c1nc(-c2ccccc2)cs1,i,i,i,i,i,i,i,-5,i,i,i
CCOc1ccccc1N(CC(=O)Nc1ccccc1C(=O)O)S(C)(=O)=O,i,i,i,i,i,i,i,-6,i,i,i
Nc1ccccc1S(=O)(=O)NCCCCc1ccccc1,i,i,i,i,i,i,i,-3,i,i,i
CCOc1c(C)cnc2c1c(=O)n(Cc1ccccc1F)c(=O)n2C,i,i,i,i,i,i,i,-10,i,i,i
COC(=O)c1ccc(-c2nc3ccccc3[nH]2)cc1,i,i,i,i,i,i,i,1,i,i,i
O=[N+]([O-])c1cccc(CSc2ncnc3ccccc23)c1,i,i,-9.6*,i,i,i,i,-14,i,i,i
O=C(COC(=O)c1cccnc1)Nc1cccc(Cl)c1,i,i,i,i,i,i,i,0,i,i,i
Cc1ccc(C2=CSC3=NCCN23)cc1,i,i,i,i,i,i,i,-13,i,i,i
COC(=O)c1n[nH]n(-c2cc(Cl)cc(Cl)c2)c1=O,i,i,i,i,i,i,i,-7,i,i,i
COCCn1c(-c2ccc(-c3ccc([N+](=O)[O-])cc3Br)o2)nc2c1c(=O)[nH]c(=O)n2CC(C)C,i,i,i,i,i,i,i,-15,i,i,i
O=C(NC(=S)NCc1ccccc1)c1ccccc1,i,i,i,i,i,i,i,-12,i,i,i
CCN(CC)CCNC(=O)CCCNC(=O)Cn1cnc2sc(C)c(C)c2c1=O,i,i,i,i,i,i,i,-7,i,i,i
Cn1c(SCC(=O)NCc2cccs2)nnc1-c1ccc(S(=O)(=O)N2CCCC2)cc1,i,i,i,i,i,i,i,-10,i,i,i
C=CCNC(=O)c1cc2c(=O)n3ccccc3nc2s1,i,i,i,i,i,i,i,-8,i,i,i
CCOC(=O)C1CCN(C(=S)Nc2cc(C)ccc2C)CC1,i,i,i,i,i,i,i,-1,i,i,i
CCC(C)C(NC(=O)OCc1ccccc1)C(=O)NCC(c1ccccc1)N(C)C (stereo not drawn),i,i,i,i,i,i,i,-5,i,i,i
O=C(CCCNS(=O)(=O)c1cccc2nsnc12)NCCN1CCN(c2ccccc2F)CC1,i,i,i,i,i,i,i,-15,i,i,i
C=CCOc1ccccc1CN1CCC(C(=O)Nc2cccc(-c3ccn[nH]3)c2)CC1,i,i,i,i,i,i,i,-7,i,i,i
CCC(C)NC(=O)c1ccc(NS(=O)(=O)c2ccc3[nH]c(=O)[nH]c3c2)cc1 (stereo not drawn),i,i,i,i,i,i,i,-7,i,i,i
O=C(CSc1ccc(-c2cccnc2)nn1)N1CCCCC1,i,i,i,i,i,i,i,-9,i,i,i
NC(CO)(CO)COCc1ccccc1,i,i,i,i,i,i,i,0,i,i,i
CCOC(=O)C1=C(C)N=c2s/c(=C\c3ccc(OCC(=O)O)cc3)c(=O)n2C1c1ccc(Cl)cc1 (stereo not drawn),i,i,i,i,i,i,7*,-7,i,i,i
CCN(CC)S(=O)(=O)c1cc([N+](=O)[O-])ccc1N1CCC(C(N)=O)CC1,i,i,i,i,i,i,i,-2,i,i,i
CC1=C(C(=O)OCc2ccccc2)C(c2ccsc2)NC(=O)N1C (stereo not drawn),i,i,i,i,i,i,i,-3,i,i,i
Cc1cc([N+](=O)[O-])nn1CC(=O)NCc1ccc(Cl)cc1,i,i,i,i,i,i,i,-1,i,i,i
COc1ccc(CNC(=S)N/N=C(/C)c2ccccc2)cc1,25*,i,i,i,i,i,i,-5,i,i,i
CCC(C)NC(=O)CS(=O)(=O)Cc1nc(-c2cccc(OC)c2)oc1C (stereo not drawn),i,i,i,i,i,i,i,-15,i,i,i
CS(=O)(=O)c1ccc2nc(NC(=O)C3CC3)sc2c1,i,i,i,i,i,i,i,-7,i,i,i
O=C(O)C1Cc2ccccc2CN1C(=O)COc1ccc(Br)cc1 (stereo not drawn),i,i,i,i,i,i,i,-10,i,i,i
Cn1c(=O)n(Cc2ccccc2)c(=O)c2c1nc1n2CCCN1C1CCCCC1,i,i,i,i,i,i,i,-13,i,i,i
CN(Cc1ccccc1)C(=O)C(C(=O)c1ccc(F)cc1)n1cc(Cl)ccc1=O (stereo not drawn),i,i,i,i,i,i,i,-5,i,i,i
Clc1ccc(Nc2ncnc3c2cnn3-c2ccccc2)cc1,i,i,i,i,i,i,i,-9,i,i,i
Cc1ccn2c(CNCc3cnn(C)c3)c(C(=O)N3CCCCCC3)nc2c1,i,i,i,i,i,i,i,-9,i,i,i
Cc1cccc(C(=O)NC(=S)N2CCN(C(=S)NC(=O)c3cccc(C)c3)CC2)c1,i,i,i,i,i,i,i,-9,i,i,i
COc1ccc2c(c1)c1nc3n(c(=O)c1n2CC(=O)Nc1ccccc1)CCCS3,i,i,i,i,i,i,i,-3,i,i,i
CCN(CC)S(=O)(=O)c1ccc(NCCCn2ccnc2)c([N+](=O)[O-])c1,i,i,i,i,i,i,i,-7,i,.,i
C1=C(c2cccc3ccccc23)N2CCN=C2S1,i,i,i,i,i,i,i,-5,i,i,i
O=C(NC1CCCCCC1)c1cc(-c2ccccn2)nc2ccccc12,i,i,i,i,i,i,i,-9,i,i,i
COc1ccccc1NC(=S)NCC1CCCCC1,i,i,i,i,i,i,i,-10,i,i,i

Carrying on.
canonical_smiles,TMEM16A inh,RGS4 inh,KCNK3 inh,MrgX1 PAM,KCNQ1 pot,KCNK9 inh,KCNQ1 block,hERG protect,MrgX1 ag,ANO1 activ,RGS4 pot
O=C(N/N=C/c1c(O)ccc2ccccc12)c1cccnc1,i,i,i,i,i,i,i,-7,i,i,i
COc1ccccc1N1CCN(C(=O)c2ccoc2C)CC1,i,i,i,i,i,i,i,-2,i,i,i
O=c1cc(N2CCN(c3ccccc3)CC2)[nH]c(=O)n1-c1ccccc1Cl,i,i,i,i,i,i,i,-3,i,i,i
Cc1cc2nc(-c3ccc[nH]c3=O)n(Cc3cccc(F)c3)c2cc1C,i,i,i,i,i,i,i,-7,i,i,i
CCN(CC)CCn1c(=S)[nH]c2ccccc2c1=O,i,i,i,i,i,i,i,-1,i,i,i
Fc1ccc(NCc2cccnc2)cc1,100*,i,i,i,i,i,i,-16,i,i,i
O=C1CC(=C(c2ccccc2)c2ccccc2)C(=O)N1CCCCN1CCN(c2cccc(Cl)c2)CC1,i,i,i,i,i,i,i,-19,i,i,i
C/C(=N\NC(=O)C1CC1)c1ccc(Cl)cc1,i,i,i,i,i,i,i,-4,i,i,i
